inhibitors of VEEV: inhibitors of VEEV TC-83 cytopathic effect, confirmation, Vero cells (AID 588727); one-dose inhibition, % at 20 µM; IC50 in µM for titrated hits; Vero cells, VEEV TC-83 cytopathic effect inhibition; higher % means a stronger effect; hit rate 0.13% among 350,000; in the data active means a potency from the dose series; inconclusive means inhibition mostly from about 14% at the one dose, without a potency; inactive means the rest, 99 in 100 with inhibition below about 12%; further: strong numbers were not always called active
Salmonella PhoP GFP: PhoP regulon inhibitors, Salmonella typhi PhoP promoter GFP reporter, confirmatory (AID 1850). Salmonella Typhi PhoP-promoter GFP reporter, fluorescence, 4 h; higher % means a stronger effect. inhibition, % at 50 µM, or IC50 in µM where a hit was titrated. hit rate 0.33% among 310,000; in the data active means a potency from the dose series; inconclusive means inhibition mostly from about 25% at the one dose, without a potency; inactive means the rest, 99 in 100 with inhibition below about 19%;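 further: 0% = induced wells with vehicle and 100% = uninduced wells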
tuberculosis growth: growth inhibition of non-replicating M. tuberculosis (AID 488890) | Mycobacterium tuberculosis non-replicating, growth inhibition; higher % means a stronger effect | inhibition, % at 25 µM; hits with a dose series show IC50 in µM | hit rate 0.39% among 320,000; in the data active means a potency from the dose series; inconclusive means inhibition mostly from about 82% at the one dose, without a potency; inactive means the rest, 99 in 100 with inhibition below about 76%;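 further: plate controls were DMSO cells for no effect and high antibiotic wells for full effect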
influenza NS1A: H1N1 influenza NS1A inhibitors, functional cell based assay (AID 504329); NS1A functional cell-based assay, percent inhibition; higher % means a stronger effect; inhibition, % at 12.5 µM, or IC50 in µM where a hit was titrated; hit rate 0.3% among 340,000; in the data active means a potency from the dose series; inconclusive means inhibition above about 27% without an active follow-up result; further: strong numbers were not always called active
H37Rv inhibition: M. tuberculosis growth inhibition, HTS (AID 449762). inhibition, % at 25 µM, or IC50 in µM where a hit was titrated. M. tuberculosis H37Rv growth inhibition, 7H9 media; higher % means a stronger effect. hit rate 0.59% among 330,000; in the data active means a potency from the dose series; inconclusive means inhibition above about 70% without an active follow-up result;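 further: bacterial growth assessed after seven days of incubation; strong numbers were not always called active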
inhibitors of VEEV 10K pilot screen: further read-out of inhibitors of VEEV, marked with its call; inhibition, %; measured here: 10K pilot screen inhibition
* hit, by the source's call; i = inactive; ? = inconclusive; / = not tested or not shown. Rows are unselected; 1.5% or so of the library scored in one or more.

SMILES	inhibitors of VEEV	Salmonella PhoP GFP	tuberculosis growth	influenza NS1A	H37Rv inhibition	others
CCOc1ccc(C2CC(=O)NC2=O)cc1 (stereo unspecified)	i	-3%	-11%	-1%	-2%
O=c1[nH]c(CN2CCCC2)nc2sc3c(c12)CCC3	0.6%	12%	-3%	-3%	-1%
Cc1nn(-c2ccccc2)c2sc(C(=O)N(CC(=O)NC3CCCC3)Cc3ccco3)cc12	13%	/	/	-4%	/
CCN1C(=O)C(CC(=O)NC2CCCCC2)N(CC)C1=O (stereo unspecified)	4.9%	-5%	-9%	-6%	-2%
O=C(Cc1cccs1)N1CCN(c2cccc(Cl)c2)CC1	1.7%	3%	25%	-2%	-3%
COc1cc(C(c2c(C)[nH][nH]c2=O)c2c(C)[nH][nH]c2=O)ccc1OC(C)C	1.2%	9%	-19%	-8%	-6%
CC1CCN(C(=O)COC(=O)C2CCN(S(=O)(=O)c3ccc4c(c3)OCCO4)CC2)CC1	4.0%	-4%	-21%	-2%	-5%
COc1ccc(NC(=O)C2c3cc(OC)c(OC)cc3C(=O)N(C)C2c2cccnc2)cc1OC (stereo unspecified)	0.6%	7%	-12%	2%	-9%	inhibitors of VEEV 10K pilot screen=0.4
COc1ccc(OC)c(-c2nnc(SCC(=O)N3CCOCC3)o2)c1	0.3%	5%	0%	-7%	-8%
CCOC(=O)[C@@H]1[C@H]2COc3cc(OC)ccc3[C@H]2N2C(=O)N(c3cccc(F)c3)C(=O)[C@]12C	i	/	1%	6%	1%
COc1ccccc1NC(=S)N(CCN1CCCCCC1)Cc1cccs1	i	-10%	23%	7%	-2%
COc1ccc(CCNC(=O)C2CC3Cn4c(nc5ccccc54)C3N2c2ccccc2)cc1 (stereo unspecified)	i	-3%	23%	7%	-2%
O=C(c1cc(Br)ccc1OC(F)F)N1CCN2CCCC2C1 (stereo unspecified)	1.2%	/	18%	-4%	1%
CCOP(=O)(c1ccccc1)C1(C#N)CCCC1 (stereo unspecified)	0.8%	-7%	13%	2%	1%	inhibitors of VEEV 10K pilot screen=0.9
CC(=O)c1ccc(NC(=O)C2=CC(c3cccs3)=NS(=O)(=O)N2C)cc1	1.3%	0%	17%	2%	2%
CNC(=O)CN1C(=O)C2C3C=CC(C3)C2C1=O (stereo unspecified)	6.4%	11%	-4%	7%	-5%
O=[N+]([O-])c1cc(S(=O)(=O)Nc2cccc(C(F)(F)F)c2)ccc1-n1nnc2ccccc21	0.9%	-16%	16%	7%	3%
CN(Cc1cn(C)nc1-c1cccc(Cl)c1)CC1CCCCO1 (stereo unspecified)	i	6%	0%	-20%	-4%
COC(=O)Nc1ccc(S(=O)(=O)Nc2ccc(O)cc2)cc1	i	-5%	-5%	-11%	-4%
CC(=O)n1cc(/C=C2/N=C(c3ccccc3)OC2=O)c2ccccc21	i	-3%	2.6µM*	-7%	31µM*
O=C(OCc1cc(Cl)ccc1OC(F)F)c1cccnc1	2.0%	7%	3%	-19%	-1%
CCOC(=O)C1C2C=CC3(CN(Cc4cccs4)C(=O)C13)O2 (stereo unspecified)	2.0%	5%	-5%	-5%	-2%
CCN(CC)S(=O)(=O)c1cc([N+](=O)[O-])ccc1N=Nc1c(O)n(C)c2ccccc12	1.1%	-1%	19%	-6%	6%
COc1ccc(/C=C2\CCn3c2nc2cc(C(=O)O)ccc2c3=O)cc1	0.6%	6%	-14%	0%	0%
CSCC[C@H](NC(=O)Nc1cccc(C(F)(F)F)c1)C(=O)O	3.9%	-2%	-8%	0%	-4%
c1ccc(-c2sc3ccccc3c2-c2ccc(OCCN3CCCC3)cc2)cc1	i	/	?	-47%	?	inhibitors of VEEV 10K pilot screen=0.0
COc1ccc(C(=O)NCc2ccccc2OC)cc1	0.6%	-1%	4%	0%	-3%
CCCCn1nnc(NC(=S)NC(=O)c2ccc(OCC)c([N+](=O)[O-])c2)n1	7.9%	-12%	?	-13%	?
CCN(CC(=O)Nc1ccc(C(C)=O)cc1)CC(=O)Nc1ccccc1C(F)(F)F	1.1%	7%	39%	-2%	0%
COc1cc(NC(=O)CCS(=O)(=O)c2ccc3nc(C)sc3c2)cc(OC)c1OC	0.7%	-10%	2%	20%	6%
COc1ccc(N2CCN(C3CCCN(C(=O)CCN4CCCCO4)C3)CC2)cc1 (stereo unspecified)	2.1%	/	/	-3%	/
O=C(Cn1cc(C(F)(F)F)ccc1=O)Nc1ccccc1	2.1%	-5%	-2%	13%	-2%
Cc1ccc(-c2cc(C(=O)NC3=NCCS3)c3cc(Br)ccc3n2)o1	/	-7%	3%	/	9%
c1ccc(Oc2ccc3ccccc3n2)cc1	i	-2%	63%	-103%	-2%
COCCCN1C(=O)c2ccc(C(=O)N3CCN(c4ccccc4OC)CC3)cc2C1=O	0.2%	-8%	-6%	4%	0%
Cc1cc(Cl)ccc1Oc1cccc(C(=O)/C(C#N)=C/N(C)C)c1	4.4%	3%	-1%	-5%	-4%
COc1ccc(-n2nnnc2CNC(=O)c2ccc(S(=O)(=O)N3CCOCC3)cc2)cc1	0.8%	3%	-8%	-4%	-5%
COC(=O)CN1C(=S)N(c2ccc(Cl)cc2)C(=O)C1CC(=O)Nc1ccc(Cl)cc1 (stereo unspecified)	1.6%	-5%	13%	-12%	-3%
COCCNC(=O)c1cn(Cc2c(F)cccc2Cl)nn1	2.6%	0%	-5%	10%	-5%
CCOc1ccc(N(CC(=O)NC2CCCCC2)C(=O)CCCC(=O)Nc2ccccn2)cc1	i	5%	-5%	2%	1%
Cc1cccc(OCc2nc(-c3cccnc3)no2)c1	2.6%	-9%	46%	15%	2%	inhibitors of VEEV 10K pilot screen=0.4
Cc1ccc(-c2nnc3n2N=C(c2ccccc2Br)CS3)cc1	7.2%	2%	11%	-5%	0%
CCn1c(SCC(=O)Nc2nc(C)cs2)nnc1-c1cccnc1	2.1%	9%	-8%	1%	5%
C=CCn1ccc2c([N+](=O)[O-])cccc2c1=O	i	7%	70%	6%	2%
Cc1cnc(CNC(=O)c2ccc3oc(Cc4ccc(Cl)cc4)nc3c2)cn1	1.6%	2%	34%	10%	5%
Cc1ccccc1N(Cc1cc(=O)[nH]c2ccccc12)C(=O)CCl	23%	-15%	66%	22%	-4%
CNCCCc1ccccc1	i	3%	-8%	-1%	1%
O=[N+]([O-])c1ccccc1Nc1ccccc1[N+](=O)[O-]	i	/	/	29%	/
Cc1csc(NC(=O)C(C)Oc2ccc(Cl)cc2C)n1 (stereo unspecified)	6.7%	/	44%	-12%	48%
COC(=O)c1c(C)[nH]c(C(=O)C(Cc2ccccc2)N(C)C)c1C (stereo unspecified)	1.2%	2%	4%	23%	4%
CCC(Cc1ccccc1)NS(=O)(=O)c1c(C)nc2scc(C)n2c1=O (stereo unspecified)	i	-12%	2%	5%	11%
CCNC(=S)NS(=O)(=O)c1ccc(CC)cc1	1.8%	-3%	65%	-2%	0%
O=C(CSc1nc(-c2ccccc2)c(-c2ccccc2)[nH]1)NCCN1C(=O)CSC1=O	12%	-14%	7%	9%	-6%
CCC(=O)N(NC1=NS(=O)(=O)c2ccccc21)S(=O)(=O)c1ccc(C)cc1	i	-1%	0%	-2%	3%
O=C(Cc1ccccc1)OCCN1CCOCC1	1.9%	7%	-12%	-4%	-3%
O=C(OCc1nc2ccccc2s1)c1ccco1	0.3%	27%	?	9%	54%
CCOC(=O)CCn1c(=S)n(CCC(=O)OCC)c2ccccc21	i	-3%	47%	-20%	3%
CCOC(=O)N1CCN(C(=O)CNC(=O)Cc2ccc(Cl)cc2)CC1	1.6%	-4%	-5%	-19%	-10%
COC(=O)c1ccc(CN2CCN(CC(C)C)C(CCO)C2)cc1 (stereo unspecified)	0.2%	-2%	-8%	-3%	-6%
Cc1cccc(C(=O)OCC(=O)NC(=O)NCc2ccccc2)c1	1.6%	/	4%	6%	4%

Next part.
SMILES	inhibitors of VEEV	Salmonella PhoP GFP	tuberculosis growth	influenza NS1A	H37Rv inhibition	others
Cc1cc(/C(N)=N/OC(=O)Nc2cccc(C(F)(F)F)c2)no1	1.6%	6%	-5%	/	-2%
CCc1ccc(/C=N/NC(=O)c2cc(-c3ccccc3OC)nc3ccccc23)s1	3.6%	5%	-6%	2%	0%
COc1ccc(CN2CCSCC2)c(OC)c1C	1.3%	0%	-7%	-3%	4%
COc1ccc(OCCCC(=O)Nc2ccc(S(=O)(=O)N3CCOCC3)cc2)cc1	0.1%	/	19%	-5%	-5%
CCOC(=O)C1=C(C)N=c2s/c(=C\c3cccc(OCC(=O)O)c3)c(=O)n2C1c1ccccc1OC (stereo unspecified)	i	-14%	-5%	20%	-3%
CC(=O)Nc1cccc(NC(=O)c2ccc3c(c2)CCN3S(=O)(=O)c2ccccc2)c1	8.4%	-12%	13%	-9%	2%
Cc1ccc(C(=O)COc2nc(C)cc(C)c2C#N)cc1	1.7%	-1%	14%	-1%	-14%
COc1ccc(C(=O)/C=C/c2ccsc2)cc1CSCC(=O)O	0.5%	-5%	3%	4%	-2%
CCCN1CCN(c2nc(-c3cccs3)nc3ccccc23)CC1	2.3%	-1%	14%	4%	-7%
COc1ccc(C2(C(=O)N3CCOCC3)CCOCC2)cc1OC	0.3%	-6%	0%	7%	-11%
O=C(CSc1ncn[nH]1)Nc1nsc(-c2ccccc2)n1	1.1%	2%	-17%	-4%	-2%
COc1ccccc1CN1C(=O)c2ccccc2C1C(=O)NC1CCC(C)CC1 (stereo unspecified)	1.8%	9%	19%	2%	-9%
Cc1ccc(-c2nnc(N3CCN(C(=O)c4cccs4)CC3)c3ccccc23)cc1	11%	0%	?	-16%	?
CCOC(=O)c1ccc(S(=O)(=O)N2CCN(CC(O)COc3ccc(C#N)cc3)CC2)cc1 (stereo unspecified)	i	4%	-9%	-4%	1%
CCN(CC(=O)Nc1ccc(OC)cc1)C(=O)c1ccc(NS(=O)(=O)c2ccc(C(C)=O)cc2)cc1	1.9%	-4%	18%	2%	1%
CC1(C)Cc2c(cnn2-c2ccccc2)C(NC(=O)CCCN2CCCC2=O)C1 (stereo unspecified)	0.2%	-1%	-8%	-13%	2%
Cc1ccc(NCCNc2ccc(C)cc2)cc1	0.4%	-4%	70%	4%	-2%
Cc1ccc(NC(=O)COC(=O)c2ccc(-n3cnnn3)cc2)c(Br)c1	2.0%	/	-8%	-8%	-1%
O=C(/C=C/c1ccc2c(c1)OCO2)NCCSCc1ccc(Cl)cc1Cl	0.7%	-6%	/	-5%	/
COc1ccc(C)cc1NS(=O)(=O)c1ccc2c(c1)N(C(C)=O)CCO2	2.5%	-3%	8%	9%	-2%
O=C(COC(=O)c1ccco1)Nc1ccc(N2CCOCC2)cc1	i	/	/	11%	/
Cn1cccc1C(=O)OCC(=O)NCc1ccc2c(c1)OCO2	3.0%	/	-5%	-12%	2%
CCn1c(SCC(N)=O)nc2sc3c(c2c1=O)CCN(C)C3	i	-8%	18%	26%	-3%
O=C(NCc1cccnc1)c1cn(-c2ccccc2)nc1-c1cccs1	i	-15%	-1%	6%	17%
COc1ccc(NC(=O)c2c(F)c(F)c(F)c(F)c2F)cc1Cl	i	4%	1%	20%	-11%
COc1cccc(OCC(=O)Nc2ccccc2C(N)=O)c1	0.4%	-3%	/	9%	-8%
COc1ccccc1CNc1nc(C)c(C(C)=O)s1	i	-2%	2%	-10%	-1%

Screening results as filed in PubChem BioAssay.
